High-throughput results (PubChem BioAssay)
HT1080 IDH1KD tx: kills HT-1080 cells with IDH1 knockdown. HT-1080 IDH1 knockdown viability, ATP luminescence, 48 h. Potency, µM (highest dose often 46.1 µM), without a hit: at the top dose activity, negative = toxicity, actives largely listed as cytotoxic. 2% of 360,000 active;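 further: potency means the concentration at half of the fitted maximal effect; 0% = DMSO wells and -100% = cell-free medium wells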
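% activity derives from luminescence (CellTiter-Glo), normalised to DMSO and no-cell wells. HT-1080-IDH1KD cells, 750/well, had 48 h compound exposure at 37 °C.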
IL-1B inflam inh: blocks inflammasome-driven IL-1 beta release. 4.7% of 360,000 active. activity change, % at 57.5 µM. THP-1 LPS/ATP IL-1B secretion, AlphaLISA, 16 h; active compounds read low; in the data active means activity change below about -50%; inconclusive means mostly about -30% to -49%; further: on the % scale 0 is the no-effect control and ±100 the full control effect
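Secreted IL-1B measured by AlphaLISA bead assay after 16 h compound exposure of THP-1 cells; compounds (final up to 57.5 uM) added 1 h before LPS (250 ng/mL) and ATP (1.25 mM) stimulation; lower signal means less secretion.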
SW480 rerep: induces DNA re-replication in SW480 colon adenocarcinoma cells. SW480 DNA re-replication, Hoechst DNA content imaging, 48 h. Potency, µM (titrated, usually from 46.1 µM), for the others: at the top dose re-replication activation, most hits filed as activators. 1.8% of 340,000 active. AID 624297; further: potency means the concentration at half of the fitted maximal effect; % of control where 0% means no effect; nearly all actives have a fitted effect of over 55% in size
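Compounds, transferred as 23 nL by pin tool, were incubated with cells for 48 hr; DNA content per nucleus was then quantified by Hoechst staining and fluorescence plate imaging.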
MCF10A rerep: inducers of DNA re-replication in MCF 10A breast cells. 2.9% of 350,000 active. MCF 10A DNA re-replication, Hoechst nuclear intensity, 48 h. Potency, µM (series often up to 46.1 µM), without a hit: at the top dose activity, positive = re-replication, usual class: activators; further: potency means the concentration at half of the fitted maximal effect; % of control where 0% means no effect; nearly all actives have a fitted effect of over 50% in size
HepG2 tox: counter-screen for TGF-b inhibitors: cytotoxicity in HepG2 cells; HepG2 CAGA-GFP viability, ATP luminescence, 18 h; 0.76% of 410,000 active; Potency, µM (titrated, usually from 46.1 µM), for inactives: top-dose activity change, negative = cytotoxicity, hits mostly cytotoxic; further: potency means the concentration at half of the fitted maximal effect; some results filed as inactive show a strong effect at the top dose
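HepG2 CAGA-GFP cells (1000/well, DMEM with 1% FBS) received compound, then TGF-beta at 500 pg/mL final, and were incubated 18 hours at 37 degrees C. Viability was read by CellTiter-Glo luminescence. Media-only wells were set as complete cell-killing and DMSO as no toxicity.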
S2 tox: reduces viability in counter-screen for ATXN expression inhibitors. S2 cells (HEK-293 line with an ATXN2-luciferase reporter) viability, CellTiter-Fluor protease fluorescence, 24 h. Potency, µM (series often up to 56.7 µM), usual class: cytotoxic. 0.49% of 400,000 active. AID 651635; further: potency means the concentration at half of the fitted maximal effect; nearly all actives have a fitted effect of over 40% in size
HT1080-NT tox: kills 2HG-producing HT-1080-NT fibrosarcoma cells; AID 686970; 1.6% of 360,000 active; HT-1080-NT fibrosarcoma viability, CellTiter-Glo ATP luminescence, 48 h; Potency, µM (doses to about 46.1 µM), for inactives: at the highest dose activity, negative = less viability, actives largely listed as cytotoxic;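 further: NT is the 2HG producing partner of a matched IDH1 knockdown line; potency means the concentration at half of the fitted maximal effect; 0% = DMSO-treated cells and -100% = media-only wells without cells; nearly all actives have a fitted effect of over 55% in size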
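Fibrosarcoma NT cells, 750 per well in 5% FBS RPMI, were exposed to compound for 48 hours. Viability: CellTiter-Glo luminescence.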
KB-3-1 tox: KB-3-1 parental cell cytotoxicity; 1.4% of 400,000 active; KB-3-1 viability, CellTiter-Glo ATP luminescence, 72 h; Potency, µM (series often up to 46.1 µM), for inactives: at the highest dose activity change, negative = cytotoxic, most hits filed as cytotoxic; further: potency means the concentration at half of the fitted maximal effect; on the % scale 0 is the no-effect control and ±100 the full control effect; nearly all actives have a fitted effect of over 60% in size
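Parental KB-3-1 adenocarcinoma cells in phenol-red-free DMEM with 10% FBS were pin-treated with compounds at several concentrations, incubated 72 h at 37 °C, and viability read by CellTiter-Glo luminescence; concentration-effect curves were fitted after normalization.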
ATXN2 expr inh: inhibitors of ATXN2 expression. HEK-293 ATXN2-luciferase reporter, luminescence, 24 h. Potency, µM (top dose mostly 57 µM), inactives show at the highest dose activity change, negative = inhibition, hits mostly inhibitors. 0.72% of 360,000 active. AID 1745845; further: potency means the concentration at half of the fitted maximal effect; on the % scale 0 is the no-effect control and ±100 the full control effect; nearly all actives have a fitted effect of over 55% in size
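qHTS (up to 57 uM final) was run with 24 h compound exposure of reporter cells at 37 °C. Each well was multiplexed: SteadyGlo luminescence measured ATXN2-luciferase expression after a fluorogenic Gly-Phe-AFC viability readout (25 uM final).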
Numbers without * were called inactive; i = inactive; ? = inconclusive; / = not tested or not shown; [ ] = dose if it differs, or a comment. Unless noted, the call rests on the fitted dose curve; in most records, active means well fitted curve in the direction sought with a large enough effect; inconclusive means small, poorly fitted or top-dose-only effect, or another doubt; inactive means no such curve, though single readings can be large; an effect the other way counts as inactive or inconclusive. An unsorted share of the library; about 8.9% have a hit in one of these screens.

SMILES	HT1080 IDH1KD tx	IL-1B inflam inh	SW480 rerep	MCF10A rerep	HepG2 tox	S2 tox	HT1080-NT tox	KB-3-1 tox	ATXN2 expr inh
Cc1ccc(CNC(=O)CN(C(=O)C2(C)CC(=O)N=C3C=CC=CN32)c2ccc(F)cc2)cc1 (configuration not stated)	14.8%	8.0	-9.9%	-1.7%	-63.8%	i	22.2%	11.2%	-10.8%
CCOC(=O)CC(NC(=O)c1cc2c(=O)n3cccc(C)c3nc2s1)c1ccc(OCC)c(OC)c1 (configuration not stated)	/	/	/	/	8.1%	i	/	-4.4%	1.6%
CC(Oc1ccccc1)C(=O)N=C1SC2CS(=O)(=O)CC2N1c1ccc(F)cc1 (configuration not stated)	-6.4%	0.0	?	0.3%	-0.8%	i	4.4%	12.5%	11.5%
O=C(Nc1ccc2ccccc2c1)N1CCN(c2ncccc2C(F)(F)F)CC1	9.2%	-5.7	0.7%	2.2%	-13.2%	i	1.4%	-1.8%	17.2%
O=C(NC1CCCCC1)N1CCNCC1	10.5%	2.0	-3.8%	?	0.7%	i	7.6%	5.0%	3.0%
Cc1cc(C)n2nc(SCCOc3ccccc3)nc2n1	11.4%	-10.8	-5.4%	9.5%	19.9%	i	-3.1%	11.6%	9.3%
CNc1oc(-c2ccccc2)nc1S(=O)(=O)c1ccc(C)cc1	-2.3%	-1.9	2.6%	8.8%	0.8%	i	-1.6%	-8.3%	-9.0%
Cn1cc(/C=N\O)nc2c(=O)n(-c3ccccc3)c(=O)nc1-2	20.2%	-3.9	-6.5%	0.6%	-0.1%	/	21.0%	10.5%	-13.8%
Clc1ccc(Cl)c(-c2ccc(/C=N/c3ncn[nH]3)o2)c1	0.9%	-2.2	5.5%	19.6%	-7.3%	i	2.5%	4.9%	0.1%
CCOc1ccc(C(=O)NC(=S)NCc2cccnc2)cc1[N+](=O)[O-]	0.8%	8.3	-185.8%[inhibitor]	?	-30.8%	i	-0.1%	4.4%	-2.5%
COc1ccc(C(=O)NCCc2nnc3ccc(SCC(=O)NCCc4ccc(OC)c(OC)c4)nn23)cc1	0.6%	39.9	21.0%	-12.6%	-3.9%	i	-1.3%	12.0%	-4.8%
CS(=O)(=O)Nc1ccccc1C(=O)NCCSCc1ccccc1	-2.2%	22.4	0.0%	-2.0%	-0.5%	i	-1.1%	9.7%	-28.2%
CCN(CC)c1ccc(C=NN2CCCCCC2)cc1	6.8%	-18.4	1.3%	-1.3%	-5.9%	i	-1.7%	-3.4%	12.7%
COc1ccc([N+](=O)[O-])cc1NC(=O)C(C)OC(=O)Cn1[nH]c(=O)c2ccccc2c1=O (configuration not stated)	-3.1%	3.5	-0.2%	1.4%	0.0%	i	-1.3%	-3.2%	-0.1%
CC1(C)CCCC2=C1CC1C(=O)N(Cc3cccnc3)C(=O)C1C2 (configuration not stated)	5.6%	15.4	1.6%	-189.1%[0.0737 µM]	-12.2%	i	0.0%	5.3%	-4.2%
CCC1=C(c2ccc(C)cc2)S(=O)(=O)N=C1N1CCC(C(=O)NCCCN2CCCCC2C)CC1 (configuration not stated)	0.9%	-12.1	-3.1%	-2.4%	0.4%	i	3.7%	0.9%	/
CCOc1ccc(NC(=O)NCCc2c(C)nn(C)c2C)cc1	/	/	/	/	0.8%	i	/	4.2%	5.1%
CSc1cccc(NC(=S)N2CCCN(Cc3ccccc3F)C2)c1	-14.3%	?	4.5%	?	-12.8%	i	-26.1%	-5.5%	-25.9%
CCc1cccc(CC)c1NC(=O)COC(=O)c1ccccc1-c1nc2ccccc2s1	-17.1%	-13.6	-31.4%[inhibitor]	?	-21.4%	i	-10.0%	?	-11.2%
Cc1ccc(C)c(NC(=O)COC(=O)c2ccc[n+]([O-])c2)c1	-0.9%	5.1	-1.6%	0.2%	-15.5%	i	-5.6%	-6.2%	-8.3%
CC1SC(C)C(=O)N(CC(=O)Nc2ccc3c(c2)OCO3)C1=O (configuration not stated)	-0.1%	0.0	-47.1%[inhibitor]	11.2%	-17.2%	i	14.4%	-3.5%	28.3%
COC(=O)c1ccc(NC(=O)c2ccccc2)o1	8.4%	-19.3	-0.5%	2.0%	5.6%	i	8.6%	8.8%	13.4%
COCCCNC(=S)NC1CC2CCC(C1)N2Cc1ccccc1 (configuration not stated)	-4.6%	-3.0	1.9%	2.4%	-12.9%	i	-4.9%	-8.7%	-13.5%[11.3 µM]
CCC(=O)N=c1n(C)c2ccccc2n1CCOc1ccccc1	23.2%	8.6	0.7%	-5.2%	-24.3%	i	20.3%	7.6%	12.0%
CC(NC(=O)C(C)N1C(=O)c2cccc([N+](=O)[O-])c2C1=O)c1ccccc1 (configuration not stated)	-0.8%	9.5	-14.5%[9.22 µM]	2.5%	14.1%	i	-8.2%	-6.7%	8.3%
O=C(C1CC=CCC1)N1CCN(S(=O)(=O)c2ccc(F)cc2)CC1 (configuration not stated)	3.6%	-8.5	14.8%	-0.2%	-9.6%	i	-3.3%	-1.7%	-3.7%
CC(C)C(=O)Nc1cccc(COc2ccc(CN(Cc3ccccc3)C(=O)OC(C)(C)C)cc2)c1	-15.4%	-6.3	?	10.5%	-12.3%	i	-7.0%	?	-17.9%
Cc1ccccc1-c1nc2sc(-c3ccccc3)cc2c(=O)o1	2.9%	6.1	-3.1%	7.1%	1.0%	i	4.9%	9.9%	5.5%
Cn1cnc2c(=O)oc3ccc(S(=O)(=O)N4CCN(c5ccccc5F)CC4)cc3c21	/	/	/	/	-7.4%	i	/	-4.8%	-14.4%
Nc1cccc(-c2nc3ccccc3[nH]2)c1	-0.3%	1.7	-12.5%	-4.9%	-17.9%	i	4.2%	1.1%	37.7%[activator]
CCCC(CCC)=NNC(=O)CN(Cc1ccccc1)S(=O)(=O)c1ccccc1	2.4%	-2.2	-98.7%[inhibitor]	-1.3%	15.8%	?	9.2%	14.4%	2.7%
CC(Sc1ncc(C(F)(F)F)cc1Cl)C(=O)NC(N)=O (configuration not stated)	5.5%	5.3	-1.2%	-0.1%	2.6%	i	-0.7%	8.2%	-18.8%
COC(=O)c1cccc(NC(=O)NC(=O)c2ccc(Cl)cc2)c1	-20.8%	/	18.4µM*	6.2%	-13.0%	?	?	-20.0%	?
CCC(=O)Nc1nnc(S(=O)(=O)N(CC)c2ccc(OC)cc2)s1	-6.8%	19.5	8.9%	11.3%	-18.3%	i	6.9%	-7.5%	/
O=C(CSc1nc(-c2ccco2)nc2cc(=O)[nH]n12)Nc1ccc(F)cc1	/	/	/	/	-1.1%	i	/	-3.7%	9.7%
CC(=O)C(C)Oc1ncn(-c2ccccc2)n1 (configuration not stated)	15.2%	-3.2	-3.8%	2.4%	-12.9%	i	20.6%	8.9%	29.9%
CC(=O)Cc1nsc(NC(=O)c2ccc(-c3ccc(Cl)cc3Cl)o2)n1	7.2%	17.5	?	?	-1.2%	i	-0.4%	12.4%	18.7%
COc1ccc(N2C(=O)c3ccccc3NC(=O)C2C(=O)Nc2ccc3c(c2)OCCO3)cc1 (configuration not stated)	-10.0%	20.5	/	/	/	/	-2.8%	11.9%	/
Cc1cc(NC(=O)c2ccc(C)c([N+](=O)[O-])c2)no1	15.8%	-6.2	-41.1%[inhibitor]	11.2%	-1.8%	i	?	2.1%	17.9%
COc1ccc(CNC(=S)Nc2ccc(-c3ccccc3)cc2)cc1	-5.0%	-12.4	-0.3%	27.8%	-10.2%	i	-9.7%	-8.2%	-3.0%
CCOc1ccc(S(=O)(=O)c2cn(C)c3ccccc3c2=O)cc1	/	/	/	/	-14.2%	i	/	-0.4%	-4.6%
Cc1ccc(CNc2ccccc2C(=O)O)s1	5.9%	0.0	1.9%	8.3%	-38.8%	i	12.2%	-0.2%	/
CCN1CCN(C(=O)/C(C#N)=C/c2ccc(OC(F)F)cc2)CC1	3.5%	20.8	-3.2%	0.7%	-13.6%	i	16.5%	0.8%	/
Cc1nn(-c2ccccc2)c(C)c1N	27.2%	13.6	-2.6%	0.1%	-3.1%	i	0.0%	-0.3%	-6.6%
Cc1ccc(NC(=O)Cn2ncc3c([nH]c4ccccc43)c2=O)cc1Cl	11.5%	16.0	-11.9%	-5.3%	-5.5%	i	0.6%	25.0%	0.0%
COc1nc2c(c(-c3cc(Br)cs3)c1C#N)Cc1ccccc1-2	-4.8%	7.4	-31.3%	?	-0.8%	i	7.9%	0.7%	-5.5%
Cc1cccc(NC(=O)CSCC(=O)NCc2ccco2)c1	0.4%	12.8	-15.3%	-25.9%	-14.9%	i	4.8%	5.2%	-10.9%
COCCCNC(=O)c1cc(Sc2nnc(C)s2)nc2ccccc12	-11.8%	-12.9	2.6%	23.8%	-10.3%	i	-16.2%	22.7%	0.0%
c1ccc(Sc2ccncc2)cc1	4.8%	-25.1	/	/	4.4%	?	1.1%	-23.1%	/
COc1ccc(CC(=O)Nc2nc(-c3ccc(F)c(F)c3)cs2)cc1	?	-84.8*	?	?	-15.8%	i	18.4µM*	?	?
CSCC[C@H](N)C(=O)N1CCC(C(=O)N[C@H](C)C(=O)NC(C)c2ccccc2)CC1 (some centres not stated)	3.5%	-13.2	?	-27.6%	6.4%	i	1.1%	0.0%	3.0%

Full records, looked up by structure.
`COCCCNC(=O)c1cc(Sc2nnc(C)s2)nc2ccccc12` reads HT1080 IDH1KD tx: -11.8%; IL-1B inflam inh: -12.9; SW480 rerep: 2.6%; MCF10A rerep: 23.8%; HepG2 tox: -10.3%; S2 tox: i; HT1080-NT tox: -16.2%; KB-3-1 tox: 22.7%; ATXN2 expr inh: 0.0%
`COc1ccc(CC(=O)Nc2nc(-c3ccc(F)c(F)c3)cs2)cc1` reads HT1080 IDH1KD tx: ?; IL-1B inflam inh: -84.8*; SW480 rerep: ?; MCF10A rerep: ?; HepG2 tox: -15.8%; S2 tox: i; HT1080-NT tox: 18.4µM*; KB-3-1 tox: ?; ATXN2 expr inh: ?
